Screens (PubChem BioAssay)
HCV NS3 hel inh: blocks Hepatitis C virus NS3 helicase unwinding | NS3 helicase DNA unwinding, Cy5 molecular beacon fluorescence | inhibition, % at 10.9 µM | 0.56% of 290,000 active | AID 1800;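 active = inhibition above the mean of all tested compounds plus 3 SD, set per campaign, cut at about 35% in these data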;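 also: 0% = DMSO wells and 100% = thioflavine S control wells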
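Assay system – hepatitis C virus NS3 helicase domain fragment enzyme · Buffer or medium – MOPS pH 6.5, MgCl2, DTT, Tween20, BSA · Reagent – Cy5/quencher beacon DNA duplex and ATP to start · Compound – single 10.9 µM dose · Timing – 1 h at 25 °C · Technique – Cy5 beacon fluorescence read at start and 1 h · Measure – % inhibition of unwinding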
SUMO HTRF inh: inhibitors of human SUMOylation (UBC9); 0.36% of 290,000 active; HTRF SUMOylation assay, SAE1/SAE2 + UBC9, in vitro; AID 2006; inhibition, % at 35 µM; in the data active = inhibition above about 50%, passing the limit was not always enough; also: strong numbers were not always called active
Target sequence (P63279 whole entry, looked up): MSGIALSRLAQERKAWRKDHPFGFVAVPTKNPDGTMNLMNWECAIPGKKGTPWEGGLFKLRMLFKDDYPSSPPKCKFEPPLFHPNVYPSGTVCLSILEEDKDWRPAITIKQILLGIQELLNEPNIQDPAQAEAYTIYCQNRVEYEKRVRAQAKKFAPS
MEKK2wt PB1 HTS: raises or lowers MEK5 binding to wildtype human MEKK2 PB1 domain; bead flow cytometry, Alexa488-MEK5 binding to MEKK2 WT; actives lie on both sides; 1.1% of 290,000 active; Q9Y2U5; AID 1531; binding response (% of control), % at 10 µM; in the data active = binding response below about 67% or above about 130%
MEKK2mut PB1 HTS: signal of MEK5 binding to mutant human MEKK2 PB1 domain. 0.35% of 290,000 active. percent response, % at 10 µM. bead flow cytometry, Alexa488-MEK5 binding to MEKK2 mutant. AID 1530; in the data active = percent response above about 24%, passing the limit was not always enough; also: inactives centre near 1; some results filed as inactive read as strong as hits
FID counter: fluorescent intercalator displacement, NS3 helicase counter-screen | 0.17% of 290,000 active | inhibition, % at 7.9 µM | DNA fluorescent intercalator displacement, fluorescence; in the data active = inhibition above about 37%;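 also: 0% = vehicle and 100% = reference compound; higher means more ethidium bromide displaced from hairpin DNA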
NALP1 yeast inh: inhibitors of NALP1 inflammasome in yeast. 0.61% of 280,000 active. S. cerevisiae NALP1/ASC/caspase-1 growth, X-gal OD620, 72 h. inhibition, % at 10 µM; in the data active = inhibition mostly above about 24%, no sharp cut-off; inactive = mostly below about 32%; also: some compounds called inactive have numbers as strong as hits
IMP-1 inh: blocks Pseudomonas aeruginosa IMP-1 metallo-beta-lactamase. 0.45% of 290,000 active. purified IMP-1, nitrocefin hydrolysis, epi-absorbance fluorescence. inhibition, % at 5.6 µM. AID 1556;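 active = inhibition above the mean plus 3 SD of all compounds in the same screening run, cut at about 4.5% in these data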;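 also: 0% = IMP-1 with DMSO and 100% = DMSO wells lacking enzyme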
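Assay system: purified recombinant IMP-1 beta-lactamase. Input: IMP-1 0.2 nM before substrate addition. Buffer or medium: Zinc- and detergent-supplemented HEPES buffer, pH 7.1. Schedule: 25 °C, 15 min preincubation, 25 min reaction. Signal: Epi-absorbance fluorescence, 480 nm excitation, 530 nm emission. Evaluation: percent inhibition from optical density relative to buffer-blank wells.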
VIM-2 inh: blocks Pseudomonas aeruginosa VIM-2 metallo-beta-lactamase | purified VIM-2, nitrocefin hydrolysis, epi-absorbance fluorescence | inhibition, % at 5.6 µM | 0.89% of 290,000 active | AID 1527;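 active = inhibition above the mean of all tested compounds plus 3 SD, cutoff set per screening run, cut at about 7.5% in these data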;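 also: red hydrolysis product quenches plate fluorescence so inhibitors raise well fluorescence; 0% = enzyme with DMSO and 100% = DMSO without enzyme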
M18AAP inhibitor: blocks P. falciparum M18 aspartyl aminopeptidase; recombinant PfM18AAP, H-Glu-NHMec fluorogenic cleavage; inhibition, % at 7.35 µM; 1.2% of 290,000 active;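 active = inhibition above the campaign mean inhibition over all tested compounds plus 3 SD, cut at about 28% in these data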;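 also: 0% = plate median of test compound wells and 100% = 2 mM ZnCl2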
* = called active by the depositor; · = not tested or not shown.

Every second line gives: HCV NS3 hel inh	SUMO HTRF inh	MEKK2wt PB1 HTS	MEKK2mut PB1 HTS	FID counter	NALP1 yeast inh	IMP-1 inh	VIM-2 inh	M18AAP inhibitor
(1) Cn1cc(Cl)c(C(=O)N/N=C/c2ccc(OS(=O)(=O)c3ccccc3)cc2)n1
→ -5	-3	95	-6	-21	6	-5.4	-2.1	2
(2) COc1ccccc1NC(=S)N(Cc1ccccc1)Cc1ccccn1
→ 7	-2	93	-2	-10	5	-6.3	-6.4	1
(3) NS(=O)(=O)c1cc(C2(O)NC(=O)c3ccccc32)ccc1Cl (stereo not drawn)
→ -1	26	89	3	2	9	-1.0	-0.5	-4
(4) CCOc1ccc2nc(NC(=O)CSc3nc4c(c(=O)n(C)c(=O)n4C)n3C(C)C)sc2c1
→ -7	20	·	·	-1	21	-3.8	-4.9	5
(5) Cc1ccc(SCC(=O)Nc2c(Br)cnn2C)cc1
→ -15	13	103	1	-3	·	-2.7	-1.8	-4
(6) C#CCSc1cc(C(F)(F)F)nc(-c2ccccn2)n1
→ 7	-13	95	-5	-4	-14	-2.3	1.4	0
(7) O=C(NCC1CCCN(Cc2cccc(OCCO)c2)C1)c1ccc(F)cc1 (stereo not drawn)
→ 2	-8	109	-1	5	-19	-2.7	-1.7	-8
(8) N#Cc1c(-c2ccc(F)cc2)ccnc1N1CCOCC1
→ 2	5	103	-2	-9	5	-3.0	-3.7	0
(9) COc1cccc(-c2nc(C(=O)NCC3CCCO3)cc3c2[nH]c2ccccc23)c1 (stereo not drawn)
→ -22	-12	97	-2	-27	8	-0.8	-2.3	1
(10) CCCS(=O)(=O)NCCc1cc2c(C)ccc(C)c2[nH]c1=O
→ 4	-16	86	-3	-11	6	-0.8	1.9	-7
(11) CCOC(=O)c1c(-c2cccc([N+](=O)[O-])c2)csc1N
→ -12	-2	112	0	2	29	-1.3	-3.1	6
(12) O=C(CCC(=O)N1CCN(c2ccccc2F)CC1)N1CCN(c2ccc(F)cc2)CC1
→ 7	7	106	4	-40	10	-2.1	-0.5	-8
(13) CCOC(=O)c1ccc(NC(=O)c2cc(C)nc3ccccc23)cc1
→ -29	0	106	10	-12	-7	-3.0	-3.4	-2
(14) Cc1ccc(S(=O)(=O)Nc2c(C)n(C)n(-c3ccccc3)c2=O)c(C)c1
→ 2	-2	102	0	-8	-2	-2.4	-3.4	4
(15) COc1ccc(CNC(=O)C2CCN(S(=O)(=O)c3ccc(-c4nn[nH]n4)cc3)CC2)cc1
→ -11	15	102	3	-34	11	-0.1	0.2	-1
(16) Cn1cccc1/C=N/NC(=O)c1sc2cc(Cl)ccc2c1Cl
→ 1	56*	117	13	2	37	-2.3	-2.5	2
(17) O=C(Nc1c(F)cccc1F)C1CCN(C(=O)c2cccs2)CC1
→ 14	1	94	0	-8	19	-4.1	-4.4	-9
(18) CC(=O)c1c(C)[nH]c(C(=O)CN2C(=O)NC(CCc3ccccc3)C2=O)c1C (stereo not drawn)
→ 4	7	96	-3	-19	13	-2.4	0.0	-5
(19) Cc1snc(SCC(=O)c2ccc(F)cc2)c1C#N
→ -7	-2	104	-1	-9	8	-2.3	0.2	-2
(20) COc1cc2nc(CSc3nc(-c4ccc(F)cc4)cs3)[nH]c(=O)c2cc1OC
→ -4	4	101	-1	0	19	-1.2	-0.3	-4
(21) CCOC(=O)c1cc2c(ccc3ccccc32)oc1=O
→ 15	36	93	-10	-8	-21	-2.9	2.3	0
(22) COc1cc(OC)c(NC(=O)c2ccoc2C)cc1Cl
→ -2	18	87	-8	3	15	0.0	2.1	1
(23) O=C(NC(Cc1ccccc1)C(=O)O)/C(=C/c1ccc([N+](=O)[O-])cc1)NC(=O)c1ccccc1Br (stereo not drawn)
→ -4	16	86	-11	-30	-18	-3.2	-1.4	3
(24) CCOC(=O)N1CCN(C(=O)CSc2nnc(Cc3cccn3C)n2CCc2ccccc2)CC1
→ 4	-7	101	0	-49	-2	-2.4	-2.5	5
(25) COc1ccccc1CNC(=O)CSc1ccc(-c2cccc([N+](=O)[O-])c2)nn1
→ 6	-6	104	3	-5	-12	-3.7	-2.4	1
(26) O=C(c1ccc(OC(F)(F)F)cc1)c1ncc[nH]1
→ 1	-8	101	-2	0	8	-1.1	2.1	-4
(27) O=C(NCc1ccccc1F)C1CCN(C(=O)NCc2ccccc2)CC1
→ -5	19	97	-2	-4	-3	0.1	0.4	-14
(28) OCCC1CN(Cc2cccn2-c2nccs2)CCN1Cc1ccccc1 (stereo not drawn)
→ -5	-2	98	-2	2	5	-2.4	-2.2	-7
(29) S=C(NCCc1ccccc1)Nc1ccc(Cl)cc1Cl
→ -3	2	108	13	-4	3	-2.0	-3.1	6
(30) COc1cccc2[nH]c3c(N4CCc5ccccc5C4)ncnc3c12
→ 1	11	147*	26	1	0	-2.6	-0.7	-1
(31) COc1ccc(C(=O)NNC(=O)c2cc(C)[nH]n2)cc1
→ 1	13	97	-1	2	5	-4.0	-5.5	4
(32) COc1ccc(NS(=O)(=O)c2ccc(SC)cc2)c(OC)c1
→ 2	5	104	3	-4	5	-1.9	-2.9	0
(33) Cc1cc(C)cc(NC(=O)C2CCCN(S(=O)(=O)c3ccc4[nH]c(=O)ccc4c3)C2)c1 (stereo not drawn)
→ 2	18	109	4	-36	16	-0.8	-1.3	6
(34) O=[N+]([O-])c1ccc(CN2CCN(c3nc4ccccc4s3)CC2)cc1
→ -10	15	103	2	-11	10	0.1	0.4	-11
(35) COc1ccc(N2CCN(C(=O)CNC(=O)c3nn(-c4ccc(OC)cc4)c(=O)c4ccccc34)CC2)cc1
→ -3	6	99	4	-34	-1	-2.6	-2.5	4
(36) COc1ccc(C(=O)NNC(=O)c2cccc(F)c2)cc1
→ -8	16	81	-14	-5	8	-2.5	-3.6	-3
(37) CCc1ccc(OCC(=O)Nc2ccc(-c3cc4ccccc4oc3=O)c(OC)c2)cc1
→ -3	21	98	-1	2	33	-1.7	-1.8	-3
(38) c1ccc(-c2nnc(SCc3nnc(-c4cccs4)o3)o2)cc1
→ 0	18	98	0	-24	12	-5.4	-5.7	1
(39) CC(=O)Nc1ccc(S(=O)(=O)NCc2cn3c(C)csc3n2)cc1
→ -9	1	101	3	4	-24	-0.8	-0.3	2
(40) Cc1ccc(OCC(=O)Nc2cccc(S(=O)(=O)N3CCOCC3)c2)c([N+](=O)[O-])n1
→ -10	5	96	-3	5	15	-1.4	1.6	-9
(41) Cc1nc2ncnn2c(C)c1CCC(=O)N1CCN(c2ccccn2)CC1
→ -10	-7	93	1	-1	10	1.6	2.4	-3
(42) Nc1cc(=O)[nH]c(SCc2nc3ccccc3n2Cc2ccccc2)n1
→ -10	13	110	5	-10	-5	-2.6	-2.7	6
(43) COC(=O)/C=C1/SC(=NC(=O)c2ccc(F)cc2)NC1=O
→ 0	1	88	-12	-6	-20	0.3	-2.1	12
(44) Cc1nn(CC#N)c(=O)n1-c1ccc(F)cc1
→ 11	5	113	6	0	5	-2.8	-2.4	7
(45) Cc1nnsc1C(=O)NC1CCCc2c1cnn2-c1ccc(F)cc1F (stereo not drawn)
→ 7	2	105	6	-22	8	-2.5	-1.1	-1
(46) COc1ccc(CN2CCN(S(=O)(=O)c3ccccc3)CC2)cc1Br
→ -2	13	97	-4	7	-3	-1.4	-3.7	2
(47) O=[N+]([O-])c1cc(C(F)(F)F)ccc1NCCc1c[nH]c2ccc(O)cc12
→ 7	-17	104	2	18	51	-2.0	1.5	3
(48) COC(=O)CN(c1nc(C)cc(OC)n1)S(=O)(=O)c1ccc(C)cc1
→ 7	6	101	0	-23	-6	-0.3	-0.2	-11
(49) COc1ccc(N2CCN(C(c3cccs3)C(C)NS(C)(=O)=O)CC2)cc1 (stereo not drawn)
→ 5	10	107	-1	-7	17	-3.9	-4.8	2
(50) CC(C)(C)c1ccc(NS(=O)(=O)c2ccc(N)cc2)cc1
→ -9	-1	91	7	-9	18	-2.5	-2.2	-3
(51) Cc1ccccc1C(C(=O)NC1CCCCC1)N(C(=O)c1ccccn1)c1cccnc1 (stereo not drawn)
→ -4	14	100	-1	-17	12	-4.0	-7.2	5
(52) CCOc1ccccc1C(=O)Nc1nnc(SCC(=O)Nc2cc(C)on2)s1
→ 9	22	108	11	-1	2	-3.4	-2.3	2
(53) Cc1nc2ncnn2c(N2CCCC(C(=O)Nc3ccccc3Br)C2)c1C (stereo not drawn)
→ 2	-10	102	3	-25	-17	-2.2	-0.7	7
(54) Cc1ccc(N2CC(C(=O)NCCN3CCOCC3)CC2=O)cc1C (stereo not drawn)
→ 24	10	93	0	-7	3	-0.8	-0.2	0
(55) Clc1ccc2nc(CSc3nnc4ccccn34)cn2c1
→ -3	0	99	-5	2	-10	-0.4	-1.4	-1
(56) CC1Cc2ccccc2N1Cc1nc2scc(-c3cccs3)c2c(=O)[nH]1 (stereo not drawn)
→ 28	-12	108	14	-12	-5	0.7	-2.0	18
(57) COc1cc2c(C(=O)NC3CCCCCC3)cn(C)c(=O)c2cc1OC
→ 3	-11	103	8	-5	-8	-2.7	-0.3	-8
(58) O=C(CSc1ncn[nH]1)NCCCc1ccccc1
→ -3	6	96	-4	3	-14	-1.7	-1.4	16
(59) Cc1cccc(-n2c(C)n[nH]c2=S)c1
→ -4	-13	98	3	-3	11	-2.3	8.0*	15
(60) COc1ccc(C2=NO[C@@H]3C(=O)N(Cc4ccccc4)C(=O)[C@H]23)c(OC)c1
→ 12	-5	100	4	-8	-6	-3.5	-2.3	2

Carrying on.
Every second line gives: HCV NS3 hel inh	SUMO HTRF inh	MEKK2wt PB1 HTS	MEKK2mut PB1 HTS	FID counter	NALP1 yeast inh	IMP-1 inh	VIM-2 inh	M18AAP inhibitor
(61) OC(CNCc1ccco1)Cn1c2ccc(Br)cc2c2cc(Br)ccc21 (stereo not drawn)
→ -13	-20	216*	47*	0	1	-2.6	-2.4	-3
(62) CCOC(=O)c1ccc(N2C(=O)CC(Nc3ccc(CCO)cc3)C2=O)cc1 (stereo not drawn)
→ 14	31	98	-1	-15	10	-1.2	-1.2	4
(63) C=C(C)Cn1c(C(C)NC(=O)CCC)nc2ccccc21 (stereo not drawn)
→ -1	-1	113	3	1	2	0.4	-1.0	-5
(64) COc1cc(C2CC(=O)Nc3n[nH]c(-c4ccccc4)c32)cc(OC)c1OC (stereo not drawn)
→ -7	-11	101	0	-24	·	-1.6	-1.9	-2
(65) CC(=O)Nc1cccc(-c2csc(Nc3ccc(Cl)cn3)n2)c1
→ -32	0	107	3	-9	2	-3.1	-2.1	1
(66) FC(F)(F)c1ccc(Cl)c(N/N=C/c2ccc(N3CCOCC3)s2)c1
→ 18	8	104	-1	-6	20	-0.6	-4.1	13
(67) CCCCCNCc1ccc(Br)cc1
→ -11	16	106	4	6	8	-2.6	-1.3	-1
